Bioassay records (PubChem)
LMP1 NFkB inh: reduces LMP1-driven NF-kappaB luciferase signal | LMP1-induced NF-kappaB luciferase reporter cells, luminescence | inhibition, % at 12.5 µM | actives 0.69% (n = 350,000) | AID 504558; in the data active = inhibition above about 41%;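 note: 0% = neutral control wells and 100% = reference inhibitor control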
TROY NFkB inh: TROY signaling inhibition | inhibition, % at 10 µM | AID 1347056 | actives 0.98% (n = 360,000) | Q293 LMP1-TROYcd NF-kB luciferase reporter, 4 h;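 active = compounds whose plate-normalised and pattern-corrected inhibition of the luciferase reporter signal at the single screening dose is 50% or more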
SRC2 inh: inhibits human steroid receptor coactivator 2 | actives 0.17% (n = 370,000) | inhibition, % at 9 µM | HEK293 GAL4-SRC2 luciferase reporter, luminescence | Q15596;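 active = inhibition above the mean inhibition of all tested compounds plus 3 SD, set per campaign, cut at about 52% in these data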;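 note: 0% = DMSO treated cells and 100% = cells given Gossypol at 36 µM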
TWEAK Fn14 block: blocks TWEAK-Fn14 interaction in a reporter cell assay. TWEAK-stimulated Fn14 reporter cells, luciferase luminescence, 8 h. inhibition, % at 10 µM. actives 2% (n = 360,000); in the data active = inhibition above about 50%
C8 TRAIL sens: sensitizes caspase-8 expressing cells to TRAIL. NB7+C8 cells + TRAIL, ATPlite viability luminescence. inhibition (viability loss, TRAIL sensitization), % at 10 µM. actives 1% (n = 360,000). AID 624354;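 active = compounds causing at least 50% loss of cell viability in the single-dose screen, relative to plate controls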
TLR9-MyD88 block: TLR9-MyD88 interaction inhibition; CHO BLA complementation TLR9-MyD88, CCF4 FRET ratio; Q9NR96+Q99836; inhibition, % at 4.98 µM; actives 0.21% (n = 340,000);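 active = inhibition above the mean over all tested compounds plus 3 SD, cut at about 21% in these data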;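 note: 0% = DMSO only wells and 100% = clavulanate BLA inhibitor control wells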
LRH-1 inv ag: suppresses constitutive activity of human LRH-1 | AID 602396 | inhibition, % at 3.6 µM | O00482 | HEK293T StAR-luciferase reporter, LRH-1 transfected, 24 h | actives 0.13% (n = 360,000);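 active = inhibition above the mean inhibition of all tested compounds plus 3 SD, cut at about 73% in these data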;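 note: 0% = DMSO wells and 100% = reporter-only cells lacking LRH-1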
NR2F2 inh: inhibitors of human COUP-TFII (NR2F2) | P24468 | HEK293T NGFI-A luciferase reporter, luminescence | inhibition, % at 8.6 µM | actives 0.7% (n = 370,000) | AID 686940;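 active = inhibition above a per-plate cutoff, mean inhibition of test wells between control levels plus 3 SD, cut at about 38% in these data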;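 note: cells cotransfected with COUP-TFII expression vector driving the NGFI-A reporter; 0% = median of COUP-TF2 test wells and 100% = reporter-only cells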
NOD2-RIPK2 inh: NOD2-RIPK2 protein interaction inhibition. O43353. inhibition, % at 4.98 µM. CHO BLA complementation NOD2-RIPK2, CCF4 ratio. AID 624267. actives 0.38% (n = 360,000); in the data active = inhibition above about 21%;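 note: 0% = vehicle only and 100% = reference blocker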
SRC1 inh: human NCOA1 inhibition; HEK293 GAL4-SRC1 luciferase reporter, luminescence; inhibition, % at 3.6 µM; actives 0.12% (n = 360,000); AID 588354;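 active = inhibition above the campaign mean plus 3 SD, with each screening campaign given its own cutoff, cut at about 60% in these data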;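 note: 0% = DMSO treated cells and 100% = gossypol at 36 µM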
Target sequence (Q15788 whole entry, looked up, the tested form may be a part): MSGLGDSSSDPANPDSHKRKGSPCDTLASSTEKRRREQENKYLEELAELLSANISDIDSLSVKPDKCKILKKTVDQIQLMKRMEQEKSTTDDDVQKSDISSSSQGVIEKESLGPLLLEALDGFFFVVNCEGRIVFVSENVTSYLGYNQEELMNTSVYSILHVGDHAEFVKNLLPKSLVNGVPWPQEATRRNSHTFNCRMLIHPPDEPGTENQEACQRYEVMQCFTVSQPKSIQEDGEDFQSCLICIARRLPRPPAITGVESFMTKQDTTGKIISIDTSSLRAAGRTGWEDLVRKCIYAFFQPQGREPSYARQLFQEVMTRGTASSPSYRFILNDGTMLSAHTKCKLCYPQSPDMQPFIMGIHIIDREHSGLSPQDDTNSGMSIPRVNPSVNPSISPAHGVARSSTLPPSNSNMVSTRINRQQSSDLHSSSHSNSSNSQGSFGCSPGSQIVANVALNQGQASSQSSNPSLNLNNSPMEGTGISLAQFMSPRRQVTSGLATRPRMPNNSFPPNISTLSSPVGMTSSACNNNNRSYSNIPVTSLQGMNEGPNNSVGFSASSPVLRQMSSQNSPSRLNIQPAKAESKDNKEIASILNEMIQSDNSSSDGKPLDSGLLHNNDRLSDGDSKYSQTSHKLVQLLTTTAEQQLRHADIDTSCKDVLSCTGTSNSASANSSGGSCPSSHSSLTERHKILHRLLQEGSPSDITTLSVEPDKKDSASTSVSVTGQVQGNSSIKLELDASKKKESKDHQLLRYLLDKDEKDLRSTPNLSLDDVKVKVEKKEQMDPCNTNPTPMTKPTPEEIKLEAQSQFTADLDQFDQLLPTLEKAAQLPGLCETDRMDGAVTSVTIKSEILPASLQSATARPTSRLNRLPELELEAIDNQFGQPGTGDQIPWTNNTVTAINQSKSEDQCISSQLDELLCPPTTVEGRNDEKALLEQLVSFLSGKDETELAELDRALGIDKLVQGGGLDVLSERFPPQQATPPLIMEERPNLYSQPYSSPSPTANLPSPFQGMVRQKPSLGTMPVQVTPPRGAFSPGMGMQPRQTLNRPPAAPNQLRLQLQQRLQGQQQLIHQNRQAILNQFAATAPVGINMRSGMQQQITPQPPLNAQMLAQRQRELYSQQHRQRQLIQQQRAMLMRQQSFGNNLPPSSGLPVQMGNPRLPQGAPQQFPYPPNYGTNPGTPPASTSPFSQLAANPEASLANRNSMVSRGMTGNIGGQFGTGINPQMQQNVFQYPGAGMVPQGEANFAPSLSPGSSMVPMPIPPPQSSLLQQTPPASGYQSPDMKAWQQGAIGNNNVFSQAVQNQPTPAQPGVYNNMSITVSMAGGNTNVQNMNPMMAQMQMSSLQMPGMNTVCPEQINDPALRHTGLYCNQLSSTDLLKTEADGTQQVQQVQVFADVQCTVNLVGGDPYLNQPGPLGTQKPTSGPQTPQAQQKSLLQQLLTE
SRC3 inh: inhibits human SRC3 coactivator; Q9Y6Q9; HEK293 GAL4-SRC3 luciferase reporter, luminescence; inhibition, % at 3.6 µM; actives 0.17% (n = 360,000); AID 588352;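 active = inhibition above a per-campaign cutoff, the mean of all compounds plus 3 SD, cut at about 60% in these data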;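 note: 0% = DMSO-treated cells and 100% = gossypol-treated cells at 36 µM; higher means less SRC3-driven luciferase light from the GAL4 reporter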
An asterisk follows results filed as active; nt = no result given. These rows are one share of the data (hit frequency here may not be typical).

SMILES	LMP1 NFkB inh	TROY NFkB inh	SRC2 inh	TWEAK Fn14 block	C8 TRAIL sens	TLR9-MyD88 block	LRH-1 inv ag	NR2F2 inh	NOD2-RIPK2 inh	SRC1 inh	SRC3 inh
Cc1ccc2c(c1)N(CC(=O)NCCc1ccccc1)C(=O)c1cccnc1O2	3	-8	4	4	11	-7	11	3	2	-36	-26
C=C(C)CC1N(c2cccc(OC)c2)C(=O)C2C(C(=O)O)C3C=CC21O3 (stereo unspecified)	-4	8	4	14	-2	-4	2	-13	3	10	11
CCNc1nc(-c2sc(NC(=O)C(C)(C)C)nc2C)c(-n2cc(-c3ccccc3)nn2)s1	nt	-1	13	86*	45	nt	61	66*	-4	nt	nt
CCOC(=O)c1cc2occc2n1CCCN1C(=O)c2ccccc2C1=O	-2	0	6	-19	7	-4	-28	-6	-2	-6	22
CC1(C(=O)NS(=O)(=O)C2CC2)CCCN(C(=O)COc2ccccc2)C1 (stereo unspecified)	nt	-15	nt	0	-4	nt	-13	nt	8	1	-12
COc1ccc(/C=C/C2=CC(C)(C)NC(=S)N2)cc1OC	-2	-14	-9	-26	-9	-2	-16	3	4	-2	1
COc1cc2c(cc1OC)C1=NC(=O)CN1C(SCc1ccc(C)cc1)=N2	0	-4	-33	-12	-4	-1	18	-19	8	0	-12
CCc1ccccc1NC(=O)CNC(=O)CNC(=O)Cc1ccccc1	7	-4	-44	2	2	2	8	18	5	-13	2
O=C1Nc2ccc(S(=O)(=O)NCCCO)c3cccc1c23	2	-3	4	5	2	-1	0	8	3	3	10
COc1ccc(CN(Cc2cccnc2)S(=O)(=O)c2ccc(-n3cnnn3)c(C)c2)cc1OC	1	-3	11	-3	5	8	10	-15	2	0	5
C=CCOc1cccc(/C=C2\C(=O)N(Cc3ccc(C)cc3)C(C)=C2C(=O)OC)c1	5	18	23	11	3	-2	7	25	-1	8	16
CCOC(=O)c1ccc(NC(=O)c2nc[nH]c2C(=O)N[C@@H](C)C(=O)OC(C)(C)C)cc1	12	-5	-22	-3	12	-4	0	6	-1	2	10
CC(Sc1nncn1C)C(=O)Nc1ccc(N2CCCCC2)cc1 (stereo unspecified)	4	-18	-28	-7	7	-8	-10	-1	-7	-15	-10
CC1(C)Cc2c(cnn2-c2ccc(F)cc2)C(NC(=O)C2=CC(=O)CC(C)(C)O2)C1 (stereo unspecified)	-6	-12	-3	-21	7	7	-13	-8	-4	0	-18
COc1ccc(C(=O)N(Cc2nc(-c3ccc(C)cc3)no2)C(C)C)cc1OC	-8	10	-1	-27	-2	-3	-20	4	3	17	11
COc1ccc(CC(=O)OCc2cc(=O)n3cc(Br)ccc3n2)cc1OC	0	13	1	-28	-7	-1	-2	10	-3	-1	6
COc1cccc(C(=O)C(=O)N2CCN(C(=O)OCc3ccccc3)CC2)c1	nt	nt	14	nt	-7	nt	-9	20	0	nt	nt
COc1cc(C(C)=O)ccc1OCCCOc1cccc2cccnc12	6	-18	-33	1	-11	-17	-5	-22	3	-9	-35
O=C(Nc1c[nH]c(=O)[nH]c1=O)c1cc([N+](=O)[O-])cc([N+](=O)[O-])c1	nt	3	4	17	-3	-7	-2	-31	-1	16	4
Cc1nn(-c2ccccc2)c(C)c1S(=O)(=O)O	-2	-20	21	-18	2	6	2	-15	2	-8	-4
O=C(CC1C[C@H](C(=O)N2CCCCC2)[C@@]2(CCc3ccccc3)c3[nH]c4ccccc4c3CCN2C1=O)NCc1ccco1 (stereo partly specified)	14	5	-28	35	10	2	-2	-17	-16	-6	-11
Cn1c2c(c3ccccc31)CCN(CCCCN1CCN(c3ccccc3)CC1)C2=O	-4	17	-19	14	28	3	2	-12	-7	-7	-1
CCN(Cc1ccncc1)C(=O)C1CCC(=O)N(Cc2ccc(Cl)cc2)C1 (stereo unspecified)	-4	3	-10	-2	-11	9	-7	6	-1	5	2
C/C(CCc1ccc2c(c1)OCO2)=N\NC(=O)c1ccccc1	-2	-39	-30	-6	4	-1	-111	-39	-13	-40	-70
O=C(O)CCc1nn2c3ccccc3n(CC(=O)c3ccccc3)c2nc1=O	0	-6	13	-10	3	-4	31	7	-1	-11	-11
COc1ccc(CN2CCN(CCCCOc3ccc(Cl)cc3)CC2)c(OC)c1OC	11	17	21	15	32	5	18	34	-3	5	19
CN(C)S(=O)(=O)Oc1ccccc1C(=O)Nc1cccc(C(F)(F)F)c1	8	4	15	-9	-8	7	3	25	-2	-13	-14
Cc1ccc(NC(=O)C(=O)NCCOc2ccc(Cl)cc2)c(C)c1	4	-7	-4	-4	6	6	-4	8	-7	4	-13
Cc1cccc(C(=O)N2CCCN(C(=O)c3cccc(C)c3)CC2)c1	-24	-4	-5	8	-6	-1	0	14	-9	8	6
CCOc1ccc(NC(=O)Nc2ccc3nccnc3c2)cc1	-16	-5	-14	16	12	3	-20	-6	2	-22	-22
Nc1cccc(-c2nc3cc(S(=O)(=O)c4ccc5oc(-c6cccc(N)c6)nc5c4)ccc3o2)c1	14	-26	5	-12	42	7	2	-18	-8	-1	-7
CC(C)(C)OC(=O)N1CCOCCOCCNCCOCCOCC1	-5	nt	18	11	1	-1	-9	4	2	-1	-1
O=C(O)C1CCN(C(=O)CSc2nnc3ccccn23)CC1	4	4	-5	2	-5	-1	-5	9	-5	-15	22
Cc1ccc(C2C(C(N)=S)=C(N)OC3=C2C(=O)CC(C)(C)C3)cc1 (stereo unspecified)	-1	4	-15	16	0	9	3	-7	6	-16	5
COC(=O)c1cccc(NC(=O)CN2C(=O)C3CCCCC3C2=O)c1 (stereo unspecified)	3	2	19	-3	7	-1	-8	15	-15	-8	11
O=C(NCCCO)c1ccc(CSc2nc3ccccc3[nH]2)cc1	-2	-39	-8	5	8	5	-29	-3	0	-42	-9
Nc1c(C(=O)Nc2ccc(F)cc2)sc2nc(-c3ccco3)ccc12	-6	-19	-15	-26	10	15	-11	5	8	-37	-40
C=CCn1c(CNc2ccccc2)nnc1SCC(=O)N/N=C/c1ccc(O)cc1O	4	-17	-29	-30	7	-1	-11	9	5	-12	-8
COc1ccc(C(=O)Nc2nc3ccccc3[nH]2)cc1OC	-16	-29	-53	13	6	4	-91	-40	-2	-78	-64
COC(=O)C1=C(C)NC(=O)/C1=C/c1ccc(CNS(=O)(=O)c2ccc(C)cc2)o1	-5	-19	2	-14	-7	4	11	-19	-7	-58	12
CC1(C)CC(=O)C=C(NC2=CC3OC(c4ccccc4)OCC3OC2=O)C1 (stereo unspecified)	-24	17	5	76*	0	2	-41	-13	20	-10	-13
CCCCOc1ccc(C(=O)N2CCNC(=O)C2)cc1	0	0	-16	14	-32	2	-10	-9	0	5	-11
Cc1occc1-c1nnc(SCc2nc3ccccc3c(=O)n2CC#N)n1C	3	-11	-1	5	0	1	16	4	1	-30	4
COc1ccccc1-n1c(-c2cccnc2)n[nH]c1=S	-4	-13	-7	2	-12	-1	22	14	6	9	3
COc1ccc(S(=O)(=O)N(C)C)cc1NCC(=O)Nc1ccc(Br)cc1F	10	8	10	2	-1	-10	6	-4	-1	-11	12
O=C(CN1C(=O)S/C(=C/c2cccn2-c2ccc(O)cc2)C1=O)N1CCCC1	4	13	-40	23	0	-4	9	-13	-4	-14	7
CCCC(C)NC(=O)Cc1ccc(Br)cc1 (stereo unspecified)	-1	-14	19	-26	11	-2	6	8	-10	-28	-11
CC1(C)Nc2ccc(O)cc2-c2c1ssc2=S	19	6	-7	7	-18	6	3	-1	0	2	9
COc1ccccc1NS(=O)(=O)c1cc(C)ccc1C	-3	-9	-25	3	-1	16	-18	15	-8	3	-7
COc1cc(CNCCN2CCOCC2)ccc1OCC(=O)NC(C)(C)C	3	-17	0	29	-16	-1	13	-10	-10	-15	13
(cont.)
SMILES	LMP1 NFkB inh	TROY NFkB inh	SRC2 inh	TWEAK Fn14 block	C8 TRAIL sens	TLR9-MyD88 block	LRH-1 inv ag	NR2F2 inh	NOD2-RIPK2 inh	SRC1 inh	SRC3 inh
COC(=O)CSc1cc(C)nc2ccc(OC)cc12	-30	-1	6	-1	8	0	10	4	-5	10	1
COc1ccccc1/C=C(/CC(=O)NCc1ccccc1)c1nc2ccccc2s1	5	28	-17	44	-10	3	16	-2	0	15	25
COc1cc(CC(=O)OCC(=O)N2CCCCC2)cc(OC)c1OC	8	11	-34	-11	-15	-4	3	1	3	7	7
CCc1ccccc1-n1ncc(C(=O)Nc2ccccc2OC)c1C	14	-5	9	0	13	-8	-5	-10	-5	15	6
CCOC(=O)C1=C(COC(=O)COc2cccc(C)c2C)NC(=O)NC1C (stereo unspecified)	5	-10	-8	7	2	-6	-15	0	4	-2	11
CCN(CC)C(=O)c1ccccc1NS(C)(=O)=O	-6	-8	-11	3	-9	0	-3	10	-3	-9	-1
CCCc1cnc(Nc2nc(C(N)Cc3ccc(C(F)(F)F)cc3)cs2)nc1 (stereo unspecified)	nt	3	18	-17	33	nt	4	-13	9	-19	-14
NC(=O)C1CCCN(C(=O)CNC(=O)C23CC4CC(CC(C4)C2)C3)C1 (stereo unspecified)	4	-20	-4	6	-2	-3	19	6	-3	-9	-17
CCNC(=O)CC1C(=O)N(CC)C(=S)N1NC(=O)c1ccccc1 (stereo unspecified)	nt	3	-20	-2	-6	nt	0	14	8	2	14
O=C(NCc1ccccc1Cl)c1ccc2c(c1)SC1=NS(=O)(=O)CCN12	3	-12	10	-10	7	-5	-4	-14	-5	-20	26
Cn1cc(CN2CCCC(CO)(Cc3ccccc3)C2)c2ccccc21 (stereo unspecified)	2	-12	-5	0	-2	5	21	-15	4	-22	16
Cc1ccc(-n2nc3ccc(NC(=O)C(C)C)cc3n2)cc1	-63	39	-79	10	7	-1	-209	-52	1	-102	-87
Cc1nn(C)cc1/C=C/C(=O)c1cccs1	-22	-83	-90	-7	38	7	-87	-51	0	-88	-79
COc1ccccc1NC(=O)CCS(=O)(=O)c1ccccc1	-6	15	-2	-5	4	10	15	-7	-8	-23	-5
O=C1Nc2ccccc2/C1=C/c1ccccc1F	-18	-19	-6	17	13	7	15	-4	4	-5	10
Cc1cc(N2CCOCC2)n2nc(C)c(-c3ccc(Cl)cc3)c2n1	-12	-1	5	-2	14	-3	-4	10	-11	0	1
CC(C)OC(=O)C(CC(=O)O)NCc1ccccc1 (stereo unspecified)	-6	11	-20	11	5	3	22	4	-5	8	-6
CCCCC(CC)CNC(=O)CN(C)S(=O)(=O)c1cccc2nsnc12 (stereo unspecified)	-6	13	-5	0	-21	-3	-2	15	3	-6	7
Cn1c(=O)c2c(nc(SCCN3CCOCC3)n2Cc2ccc(Cl)cc2)n(C)c1=O	0	2	-15	-26	-1	4	-13	8	6	-25	3
